Compound activity (PubChem)
A340 absorber: compounds absorbing at 340 nm; compound absorbance at 340 nm, fold over control; fold change at 10 µM; 65,000 tested, under 10 active;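 active = at 10 µM dose, initial 340 nm absorbance at least 2 fold that of control wells; inactive = change under 2 fold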;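 also: initial absorbance extrapolated from kinetic A340 decline of NADH oxidation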
FXIa mix inh: blocks human factor XIa in pooled compound mixtures; inhibition, % at 5 µM; AID 680; P03951; hit rate 0.19% among 62,000; purified FXIa, fluorogenic substrate;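 also: each value is inhibition by a whole ten-compound pool holding the compound; 0% = enzyme with no mixture and 100% = wells lacking enzyme; strong numbers were not always called active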
Target sequence (P03951 19-387 limits assumed): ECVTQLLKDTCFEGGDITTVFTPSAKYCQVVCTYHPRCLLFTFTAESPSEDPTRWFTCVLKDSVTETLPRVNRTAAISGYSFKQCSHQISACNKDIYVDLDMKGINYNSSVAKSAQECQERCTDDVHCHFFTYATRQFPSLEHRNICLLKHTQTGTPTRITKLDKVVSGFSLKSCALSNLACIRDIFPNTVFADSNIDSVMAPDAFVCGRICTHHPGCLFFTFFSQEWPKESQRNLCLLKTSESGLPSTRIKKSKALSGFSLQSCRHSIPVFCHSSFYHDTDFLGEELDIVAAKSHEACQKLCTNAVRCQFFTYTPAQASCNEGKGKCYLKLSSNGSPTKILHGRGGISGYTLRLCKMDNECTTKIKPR
Target sequence (P03951 388-625 limits assumed): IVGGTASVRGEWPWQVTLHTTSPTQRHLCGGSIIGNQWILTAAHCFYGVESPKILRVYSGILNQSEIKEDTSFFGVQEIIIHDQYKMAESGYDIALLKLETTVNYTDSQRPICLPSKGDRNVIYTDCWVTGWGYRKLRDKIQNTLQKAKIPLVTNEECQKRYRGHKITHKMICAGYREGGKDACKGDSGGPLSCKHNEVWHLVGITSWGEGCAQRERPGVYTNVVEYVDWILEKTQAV
Hsp90 block: displaces geldanamycin probe from tumor Hsp90 | P07900 | NCI-N417 lysate Hsp90, Cy3B-geldanamycin FP displacement | inhibition, % at 30 µM | hit rate 0.35% among 64,000;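 active = inhibition above 50%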;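 also: 0% = tracer plus lysate wells and 100% = tracer alone without lysate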
FXIIa inh mix: factor XIIa (human) inhibition, mixture screen | hit rate 0.2% among 62,000 | purified FXIIa, fluorogenic substrate, pooled mixtures | inhibition, % at 5 µM | AID 684 | P00748;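 also: 0% = enzyme without compound and 100% = no enzyme blank; some results filed as inactive read as strong as hits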
JNK3 inh: blocks human JNK3 kinase activity. P53779. purified JNK3 kinase activity, HTS. inhibition, % at 8 µM. hit rate 0.61% among 60,000; in the data active = inhibition above about 17%;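 also: 0% = DMSO and 100% = reference inhibitor; many of its hits are not listed in these tables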
Cdc25B inh: inhibitors of human Cdc25B phosphatase. P30305. recombinant Cdc25B, OMFP fluorescence Ex485/Em525. inhibition, %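 (compounds tested at 10 µM final in the well)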. hit rate 0.1% among 65,000. AID 368; in the data active = inhibition above about 50%
MMP13 inh: inhibitors of human MMP13; MMP-13 fTHP FRET cleavage, Mca fluorescence; hit rate 0.07% among 65,000; inhibition, % at 4 µM; AID 570; P45452;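 active = inhibition above the mean of compound-free control plate wells plus 3 SD, cut at about 14% in these data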;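 also: 0% = DMSO wells and 100% = wells with reference MMP-13 inhibitor after basal subtraction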
MKP-1 inh: human dual specificity phosphatase 1 inhibition; P28562; inhibition, %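 (compounds tested at a single concentration somewhere between 10 and 100 µM)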; AID 374; hit rate 0.15% among 65,000; recombinant MKP-1, OMFP hydrolysis fluorescence;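 active = inhibition above about 50%, limit read from the data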;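 also: 0% = DMSO max control wells and 100% = wells with enzyme stopped by NaOH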
Target sequence (P28562 whole entry, looked up): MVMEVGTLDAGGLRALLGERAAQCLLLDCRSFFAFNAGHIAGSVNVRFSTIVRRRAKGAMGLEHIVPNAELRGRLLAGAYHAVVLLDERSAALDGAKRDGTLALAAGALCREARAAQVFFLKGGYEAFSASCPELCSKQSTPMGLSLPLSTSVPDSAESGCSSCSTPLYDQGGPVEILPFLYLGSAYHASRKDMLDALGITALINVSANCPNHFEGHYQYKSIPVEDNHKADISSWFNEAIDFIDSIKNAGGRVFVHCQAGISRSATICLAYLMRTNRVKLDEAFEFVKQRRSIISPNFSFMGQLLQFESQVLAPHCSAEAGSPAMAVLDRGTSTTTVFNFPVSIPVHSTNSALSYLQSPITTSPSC
AP complement: alternative pathway complement inhibition, orthogonal assay; hit rate 0.08% among 62,000; Human serum alternative complement pathway, LPS-coated ELISA, C3 deposition; tested in compound mixtures; inhibition, % at 5 µM;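 active = inhibition above 30% in each of the two pooled mixtures holding the compound, so the lower value exceeds 30%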;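 also: 0% = serum in Mg-EGTA without compound and 100% = EDTA serum blank; some compounds past the cut are filed as inactive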
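Test system: human serum complement alternative pathway, C3 deposition onto LPS / Medium: Mg2+-EGTA GVB++ buffer containing human serum at 1:15 dilution / Probe or stimulus: Plate-bound LPS / Times: 1 h at 37 °C / Signal: ELISA with HRP anti-human C3 antibody, TMB substrate, absorbance 450 nm / Measure: percent inhibition / Repeats: two pool placements per compound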
Starred values were filed as active, the others as inactive; nt = no result given; [ ] = remark or other dose. Rule as the data show it, unless noted: active = inhibition above about 20% (passing the limit was not always enough); inactive = the rest.

entry	compound	JNK3 inh	Cdc25B inh	Hsp90 block	MKP-1 inh	MMP13 inh
1	COc1ccccc1Nc1nc2c(s1)CCC2	-1	3	-2	15	3
2	CCOc1ccc(OCc2ccc(C(=O)Nc3cccc(C)n3)o2)cc1	-6	-7	0	-1	0
3	O=C(Cn1cnc2ccccc21)OCC(=O)N1CCCc2ccccc21	-1	-12	-3	2	-4
4	COc1cccc(Nc2ncccc2C(=O)NCc2ccccc2)c1	6	7	-6	2	-1
5	COC(=O)c1ccccc1NC(=O)COc1ccc(S(=O)(=O)N2CCCC2)cc1C	3	-5	0	-8	-2
6	Cn1nc(SCC(=O)O)sc1=S	8	4	-6	23	3
7	COc1ccc(N(CC(=O)Nc2cccc(N(C)S(C)(=O)=O)c2)S(C)(=O)=O)cc1OC	-2	-7	-9	-2	4
8	COC(=O)c1ccc(C(=O)OC)nc1	3	2	-1	-12	-1

entry	FXIa mix inh	AP complement	FXIIa inh mix	A340 absorber
1	6	8	-22	1
2	3	13	15	1
3	3	-9	-14	1
4	5	-2	6	1.1
5	15	12	10	1
6	5	-3	1	1.1
7	9	8	1	1.1
8	6	2	5	0.99

Some of the entries above, set out differently.
#1 COc1ccccc1Nc1nc2c(s1)CCC2
#2 CCOc1ccc(OCc2ccc(C(=O)Nc3cccc(C)n3)o2)cc1

| Assay by compound | 1 | 2 |
| --- | --- | --- |
| JNK3 inh | -1 | -6 |
| Cdc25B inh | 3 | -7 |
| Hsp90 block | -2 | 0 |
| MKP-1 inh | 15 | -1 |
| MMP13 inh | 3 | 0 |
| FXIa mix inh | 6 | 3 |
| AP complement | 8 | 13 |
| FXIIa inh mix | -22 | 15 |
| A340 absorber | 1 | 1 |

One compound at a time (already shown). Order of screens: JNK3 inh, Cdc25B inh, Hsp90 block, MKP-1 inh, MMP13 inh, FXIa mix inh, AP complement, FXIIa inh mix, A340 absorber
COc1cccc(Nc2ncccc2C(=O)NCc2ccccc2)c1 is listed as 6, 7, -6, 2, -1, 5, -2, 6, 1.1
CCOc1ccc(OCc2ccc(C(=O)Nc3cccc(C)n3)o2)cc1 is listed as -6, -7, 0, -1, 0, 3, 13, 15, 1
COC(=O)c1ccccc1NC(=O)COc1ccc(S(=O)(=O)N2CCCC2)cc1C is listed as 3, -5, 0, -8, -2, 15, 12, 10, 1
COc1ccc(N(CC(=O)Nc2cccc(N(C)S(C)(=O)=O)c2)S(C)(=O)=O)cc1OC is listed as -2, -7, -9, -2, 4, 9, 8, 1, 1.1
Cn1nc(SCC(=O)O)sc1=S is listed as 8, 4, -6, 23, 3, 5, -3, 1, 1.1

Other structures.
entry	compound	JNK3 inh	Cdc25B inh	Hsp90 block	MKP-1 inh	MMP13 inh
9	N#Cc1ccc(CSc2nnc(-c3ccccn3)n2-c2ccc(Cl)cc2)cc1	-3	3	0	-7	1
10	CCCCOc1ccc(-c2nnn(CCC(=O)N3CCOCC3)n2)cc1	nt	-21	nt	11	5
11	CCC(=O)c1cn(CC(=O)NCC2CCCO2)c2ccccc12 (stereo not given)	nt	-18	nt	14	-1
12	CCOc1ccccc1NC(=O)C1CCN(S(=O)(=O)c2c(C)nn(C)c2C)CC1	-2	-5	-2	-1	4
13	CCCCn1c(=N)n(CC(=O)C(C)(C)C)c2ccccc21	5	-17	-1	-1	-3
14	COc1cccc(-n2c(COc3ccc(C)cc3)nnc2SCC(N)=O)c1	0	-5	0	-10	-5
15	CCC(CC)c1nnc(NC(=O)c2c(-c3ccccc3)noc2C)s1	7	7	-3	-11	-2
16	O=C(COC(=O)CCC(=O)c1ccc(F)cc1)Nc1ccc(N2CCOCC2)cc1	-7	-18	3	-6	6

entry	FXIa mix inh	AP complement	FXIIa inh mix	A340 absorber
9	7	-11	-15	1
10	2	16	8	1
11	1	7	5	1.1
12	9	13	-4	1
13	2	17	5	1
14	5	-3	2	0.99
15	-3	11	1	1
16	-6	-15	2	1

The results go on:
entry	compound	JNK3 inh	Cdc25B inh	Hsp90 block	MKP-1 inh	MMP13 inh
17	COc1ccc(C2NC(=O)NC(O)(C(F)(F)F)C2C(=O)c2ccc(C)cc2)cc1 (stereo not given)	7	2	-3	9	2
18	Cc1ccc(-n2ncc3c(=O)n(Cc4cccnc4)cnc32)cc1	-2	-2	-4	9	-4
19	COc1ccc(N2C(=O)C3CCCN3C2c2cccc(OC)c2OC)cc1 (stereo not given)	1	-9	1	5	3
20	Cc1ccnc(-n2c(CCN3C(=O)c4ccccc4C3=O)nc3ccccc3c2=O)c1	-2	-4	-3	-1	2
21	Cc1ccc(-n2c(SCC(=O)N3CCOCC3)nnc2-c2ccncc2)cc1	12	-2	0	2	2
22	Cc1cc(OCC(=O)Nc2ccc3c(c2)OCCO3)ccc1Cl	-7	2	-1	10	-1
23	CC(C)n1c(NCc2cc(Cl)ccc2O)nc2ccccc21	5	-2	0	3	1
24	COc1ccccc1NC(=O)c1cccs1	9	3	-1	8	4

entry	FXIa mix inh	AP complement	FXIIa inh mix	A340 absorber
17	0	4	-1	1
18	1	-3	3	1
19	-5	5	8	1
20	16	0	-3	1.1
21	15	8	12	1
22	5	10	9	0.99
23	2	0	2	1
24	4	8	2	1

Continued.
entry	compound	JNK3 inh	Cdc25B inh	Hsp90 block	MKP-1 inh	MMP13 inh
25	COc1ccc(-n2c(N)c(C(=O)NCC3CCCO3)c3nc4ccccc4nc32)c(OC)c1 (stereo not given)	-3	3	6	40	-198[fluorescence artefact?]
26	Cc1ccccc1-n1nc(C)c2cc(C(=O)N3CCN(S(=O)(=O)c4ccc(F)cc4)CC3)sc21	7	-1	-1	12	-2
27	CC(NC(=O)c1cc2ccccc2o1)c1cccs1 (stereo not given)	nt	-19	-4	24	-3
28	CCOC(=O)N1CCC(N2CC34C=CC(O3)C(C(=O)Nc3ccc(C)cc3)C4C2=O)CC1 (stereo not given)	-5	-8	-1	9	6
29	Cc1cc2c(=O)n(CC(=O)N3CCN(c4ccccc4)CC3)cnc2s1	-8	1	-3	3	-6
30	O=C(O)CCCCCNc1nc(=S)[nH]c2ccccc12	10	0	-6	7	2
31	CCn1cc(C(=O)NC2CC3CCC2C3)c(=O)c2ccc(C)nc21 (stereo not given)	-2	0	2	-4	2
32	CCNS(=O)(=O)c1ccc(NC(=O)Nc2cccc(C(F)(F)F)c2)cc1	2	-5	-2	6	4

entry	FXIa mix inh	AP complement	FXIIa inh mix	A340 absorber
25	-5	-1	-16	1
26	7	1	-1	1
27	7	9	0	1.1
28	7	11	20	1.1
29	7	13	5	1
30	4	2	1	1
31	6	29	3	1.1
32	6	13	9	0.99

(list continues)
entry	compound	JNK3 inh	Cdc25B inh	Hsp90 block	MKP-1 inh	MMP13 inh
33	O=C(Nc1ccccc1N1CCCC1)c1cc2ccccc2o1	-8	-8	1	-4	4
34	O=C(NCC(=O)N(c1cccnc1)C(C(=O)NCc1ccco1)c1ccccc1)c1ccco1 (stereo not given)	-4	-14	-1	5	-6
35	COc1ccc(S(=O)(=O)Cc2ccc(C(=O)NCc3cccs3)o2)cc1	-7	0	2	9	-1
36	O=C(C(NS(=O)(=O)c1cccs1)c1ccccc1)N1CCN(c2ccccc2)CC1 (stereo not given)	0	-14	-5	10	-2
37	O=C(O)C(Cc1ccccc1)n1cccc1 (stereo not given)	-2	-5	-1	29	2
38	Cc1onc(-c2ccccc2)c1C(=O)Nc1nnc(COc2ccc(Cl)cc2)s1	2	13	-10	6	-1
39	O=C(c1cc(-c2cccs2)on1)N1CCOCC1	4	-8	0	6	-1
40	Cc1cc(C(F)(F)F)c2c(=O)[nH]c(=O)n(Cc3ccccc3)c2n1	-1	4	-4	20	4

entry	FXIa mix inh	AP complement	FXIIa inh mix	A340 absorber
33	-5	-3	0	1.1
34	6	8	1	0.99
35	-13	16	8	1
36	6	9	-16	0.99
37	4	13	1	0.99
38	10	25	3	1
39	5	9	-15	0.97
40	9	8	-21	1

Continuation.
entry	compound	JNK3 inh	Cdc25B inh	Hsp90 block	MKP-1 inh	MMP13 inh
41	CCOC(=O)Nc1nnc(-c2ccc(OC)c(OC)c2)s1	2	-3	-1	10	-282[fluorescence artefact?]
42	Cc1cc2ccccc2n1CCNC(=O)C1CC1	-9	-1	-1	-8	3
43	O=S(=O)(NCc1ccccc1Cl)c1cnc[nH]1	-2	-12	-5	-1	2
44	COC(=O)C1C(=O)C2=C(CC1C)NC(C)=C(C(=O)OCCOc1ccccc1)C2c1ccc(C)o1 (stereo not given)	nt	nt	nt	nt	-6
45	COC(=O)C1=C(CN2CCSCC2)NC(=O)NC1c1cc(C)ccc1C (stereo not given)	1	-10	-1	9	-11
46	NC(=O)COc1ccc(=O)n(-c2ccccc2)n1	3	-8	-1	-6	-2
47	Fc1c(F)c(F)c(CSc2nc3ccccc3[nH]2)c(F)c1F	0	4	-3	-3	2
48	Cn1c(=O)c2c(SCC(=O)N3CCC(Cc4ccccc4)CC3)nc(C3CC3)nc2n(C)c1=O	3	-6	-4	16	-2

entry	FXIa mix inh	AP complement	FXIIa inh mix	A340 absorber
41	-2	17	2	1.1
42	5	7	9	0.98
43	7	13	8	0.98
44	4	27	-11	1.1
45	-2	-19	0	1
46	6	13	-7	1
47	3	-1	5	0.98
48	0	3	13	1

Continuation.
entry	compound	JNK3 inh	Cdc25B inh	Hsp90 block	MKP-1 inh	MMP13 inh
49	O=C(CN1CCN(CC(=O)c2ccc(F)cc2)CC1)Nc1ccccc1Cl	0	-18	-3	17	-9
50	CCOC(=O)CSc1nnc(Cc2ccccc2)n1CC1CCCO1 (stereo not given)	2	12	-3	3	11
51	Cc1cc(-c2ccco2)n(-c2ccccc2)n1	-1	-15	-9	5	2
52	COc1cc2c(cc1OC)C(c1ccc(N(C)C)cc1)CC(=O)N2 (stereo not given)	-10	-11	-4	2	1
53	Cc1nc(CCNC(=O)Cc2ccccc2)cs1	3	-10	1	-2	2
54	COc1ccccc1CNC(=O)CCN1C(=O)COc2ccccc21	-1	-8	-2	14	-8

entry	FXIa mix inh	AP complement	FXIIa inh mix	A340 absorber
49	4	15	-15	1
50	1	-14	-17	1
51	0	-32	-20	1
52	6	2	-1	1
53	2	5	-18	0.97
54	0	8	2	1
